EWS-Fli inh – blocks EWS/Fli oncoprotein-driven transcription; A673 NR0B1-luciferase reporter, viability-normalised; inhibition, % at 12.6 µM; actives 0.67% (n = 350,000);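 active = mean inhibition of at least 50% after viability correction, with every replicate also passing that limit; inconclusive = mean reaches 50% but only one of two replicates passes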;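 note: firefly luciferase signal divided by Alamar Blue viability fluorescence both relative to DMSO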
FN deposit inh – fibronectin deposition inhibition; AH1F fibroblasts, Alexa488-fibronectin deposition fluorescence, overnight; inhibition, % at 12.6 µM; AID 743247; actives 0.086% (n = 350,000);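 active = mean inhibition across replicates of 30% or more, regardless of how many single replicates reach that level; inconclusive = mean under 30% yet at least half of replicates reach 30%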;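 note: positive control wells lacked labelled fibronectin entirely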
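Material: AH1F fibroblast monolayer depositing Alexa488-labelled fibronectin into matrix | Input: 10000 AH1F cells/well | Medium: DMEM plus 2% serum, read in PBS | Reagent: Alexa488-fibronectin, 24 nM final in well | Compound dosing: One dose per compound, pinned | Schedule: 1 h adhesion, overnight exposure | Measured by: Fluorescence at 485 nm excitation, 525 nm emission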
PAX8 reporter – lowers PAX8-driven luciferase in RMG-I cells. RMG-I TPO-luciferase reporter, SteadyGlo, 24 h. inhibition, % at 12.6 µM. actives 1.2% (n = 360,000);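 active = mean replicate inhibition at least 60% with every replicate also reaching 60%; inconclusive = only one of the two criteria is met; inactive = mean below 60% and not all replicates reaching 60%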;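 note: luciferase light reporting Pax8 driven TPO promoter activity; plate controls were median of neutral control wells for no effect and mitoxantrone controls for full effect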
INS-1E GSIS act – GLuc luminescence reporter in INS-1E cells, primary screen for activators of glucose-dependent secretion of insulin | INS-1E GLuc reporter insulin secretion, 2-3 h | activation, % at 16.6 µM | actives 0.61% (n = 370,000) | AID 743287;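 active = lowest replicate activation of at least 40%, so every replicate reaches that level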;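 note: 0% = median of neutral control wells and 100% = median of IBMX positive control wells; some compounds called inactive have numbers as strong as hits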
F508del corr – correctors of CFTR F508del function in bronchial epithelial cells; CFBE cells, YFP halide quenching; stimulated with forskolin plus potentiator P3; % fluorescence drop versus neutral controls; activity (quench increase), % at 7.58 µM; actives 0.36% (n = 350,000); AID 720511;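 active = mean added fluorescence quench of at least 8% versus neutral control, with both replicates also reaching 8%; inconclusive = only one of the mean or replicate conditions met; inactive = mean below 8% and not both replicates reaching 8%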;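 note: cells transiently co-express mutant CFTR-F508del with the halide-sensitive YFP; corrector assay measuring rescue of mutant channel to the surface after 24 h compound exposure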
DENV2 CPE – inhibitors of DENV2 cytopathic effect | CPE inhibition, % at 9.99 µM | AID 651640 | DENV2-infected cells, cytopathic effect rescue, plate reader | actives 1.7% (n = 350,000); in the data active = CPE inhibition above about 20%, passing the limit was not always enough; inconclusive = no clear call, values can overlap the other calls; tested in BHK-21 cells;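 note: 0% = median of neutral control wells and 100% = median of positive control wells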
miR-122 sensor – inhibitors of miR-122 in Huh7 cells; Huh7 miR-122 Renilla luciferase sensor, 48 h; neutral wells = 0, positive control = 100; activation (reporter increase), % at 12.5 µM; AID 602342; actives 0.3% (n = 340,000);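 active = mean replicate activation score at least 90 and every replicate individually at or above 90; inconclusive = only one of the two criteria met; inactive = neither criterion met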;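 note: higher luciferase means less miR-122 activity so hits act as miR-122 inhibitors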
The depositor's hits bear a star; ? = inconclusive; nt = no result given; [ ] = another dose, or the depositor's remark. Not a hit list. Share with any hit: about 3.9%.

cpd | SMILES | EWS-Fli inh | FN deposit inh | PAX8 reporter | INS-1E GSIS act
1 | CSCc1c(C(=O)OCC(=O)c2ccc[nH]2)oc2ccccc12 | 0 | 1 | nt | 5
2 | Cc1ccc(CS(=O)Cc2ccc(C(=O)NCc3ccccc3Br)o2)cc1 (stereo not drawn) | -2 | -17 | -1 | -19
3 | Cc1cc(=O)n(C)c2ccccc12 | 5 | -8 | -12 | 10
4 | COc1ccc(NC(=O)c2ccc3c(=O)n(-c4ccc(OC)cc4OC)c(=S)[nH]c3c2)cc1 | 1 | 0 | 17 | 14
5 | O=S1(=O)NC(c2ccccc2)CC(CC2CCCCC2)O1 (stereo not drawn) | 4 | -3 | -6 | -7
6 | O=S(=O)(c1cccs1)N1CCCCN2[C@H](CO)[C@H](c3ccc(/C=C/c4ccccc4)cc3)[C@H]2C1 | 6 | 14 | 38 | -12
7 | C[C@H](CO)N1C[C@H](C)[C@H](CN(C)C(=O)c2cccc(F)c2)Oc2ncc(-c3cccnc3)cc2C1=O | -8 | -8 | nt | 12
8 | Cc1cc2oc(=O)cc(CN3CCCCC3)c2cc1Cl | -6 | -7 | -34 | nt
9 | CCC(=O)Nc1ccc2c(c1)C(=O)N(C)[C@H]1CC[C@H](CC(=O)N3CCCCC3)O[C@H]1CO2 | 0 | -7 | -15 | 2
10 | C[C@H](CO)N1C[C@H](C)[C@@H](CN(C)C(=O)NC2CCCC2)Oc2cc(/C=C/c3ccccc3)ccc2S1(=O)=O | -18 | 5 | -30 | -8
11 | COc1ccc(N(Cc2ccccc2)S(=O)(=O)c2cccc(C(=O)Nc3ccccn3)c2)cc1 | -35 | -2 | -1 | nt
12 | Nc1cccc2c1C(=O)N(C(=O)c1ccco1)C2=O | -3 | 6 | 10 | 13
13 | CCCC(=O)N1CCC1(C)C(=O)Nc1ccc(OC)c(OC)c1 (stereo not drawn) | -7 | nt | 1 | 13
14 | Cn1cc(C(=O)c2cccc(Cl)c2Cl)cc1C#N | 7 | -3 | -7 | -3
15 | CN(C)C(=O)c1cccc(-c2ccc3c(c2)[C@@H]2[C@@H](CCN2C(=O)C2CCCC2)[C@@H](CO)N3)c1 | -7 | -3 | 57 | 9

cpd | F508del corr | DENV2 CPE | miR-122 sensor
1 | -0.4 | 9 | -3
2 | -3.1 | -2 | 0
3 | 0.8 | -2 | nt
4 | -6.2 | -1 | -9
5 | -3.3 | 6 | nt
6 | -1.6 | -5 | -10[16.7 µM]
7 | -0.4 | 10 | -2[16.7 µM]
8 | 0.0 | -2 | -8
9 | -0.5 | 18 | 9[16.7 µM]
10 | -1.1 | 11 | 49[16.7 µM]
11 | -0.6 | -5 | 51
12 | -1.4 | -9 | -4
13 | -4.0 | -4 | -3
14 | -1.4 | -5 | nt
15 | 7.5 | -1 | nt

Pulled by compound from above:
cpd | SMILES | EWS-Fli inh | FN deposit inh | PAX8 reporter | INS-1E GSIS act
15 | CN(C)C(=O)c1cccc(-c2ccc3c(c2)[C@@H]2[C@@H](CCN2C(=O)C2CCCC2)[C@@H](CO)N3)c1 | -7 | -3 | 57 | 9
8 | Cc1cc2oc(=O)cc(CN3CCCCC3)c2cc1Cl | -6 | -7 | -34 | nt

cpd | F508del corr | DENV2 CPE | miR-122 sensor
15 | 7.5 | -1 | nt
8 | 0.0 | -2 | -8

(continued)
cpd | SMILES | EWS-Fli inh | FN deposit inh | PAX8 reporter | INS-1E GSIS act
16 | C/C=C/c1ccc([C@@H]2[C@@H](CO)N(C(C)=O)[C@H]2CNC(=O)c2ccccc2)cc1 | 6 | -6 | -10 | 5
17 | CCCCN1CN(Cc2ccco2)CNC1=S | 0 | -7 | 42 | 12
18 | CCCCCCC1C(C#N)=C(N)OC2=C1C(=O)CCC2 (stereo not drawn) | 5 | 1 | 3 | -10
19 | CC(c1ccco1)N(C(=O)c1ccccc1NS(=O)(=O)c1ccc(Cl)cc1)c1ccccn1 (stereo not drawn) | 11 | 5 | 15 | -37
20 | O=C(NCc1ccccc1Cl)C1CCCN(S(=O)(=O)c2cccc3nsnc23)C1 (stereo not drawn) | -8 | nt | nt | 7
21 | CCN1CCc2c(OCC(=O)Nc3cccc(C)c3C)cccc2C1=O | -9 | -8 | 19 | 9
22 | C#CCOCCOCCOCCNc1nc(N2CCN(C(=O)Cn3cc(CCCN=C(N)N)nn3)CC2)nc(N2CCN(C(=O)[C@H]([C@@H](C)CC)n3cc(CCCCN)nn3)CC2)n1 | -4 | 9 | -1 | 6
23 | CCOC(=O)CSCc1cn2cc(Cl)ccc2n1 | 8 | nt | nt | 20
24 | C[C@@H]1CN([C@H](C)CO)C(=O)c2cc(NC(=O)Nc3ccc4c(c3)OCO4)ccc2O[C@@H]1CN(C)Cc1ccc(Cl)c(Cl)c1 | -12 | nt | nt | -25
25 | Cc1ccn2c(c1)nc(=O)c1cc(S(=O)(=O)N3CCC(C)CC3)ccc12 | 6 | -3 | 4 | nt
26 | Cn1cc(CC(=O)NCCCN2CCOCC2)c2ccccc21 | 2 | -6 | 3 | 8
27 | CC(=O)N1CCN(C(=O)c2ccc3c(c2)OCO3)CC1 | 3 | -9 | -15 | nt
28 | S=C(NCCCN1CCOCC1)NC1CC1 | -7 | 3 | 30 | -11
29 | COc1cc(CN2CCC(CO)(Cc3cccc(C(F)(F)F)c3)CC2)ccc1F | 17 | -2 | 26 | -36
30 | C[C@@H]1CN([C@H](C)CO)C(=O)CCCn2nncc2CO[C@@H]1CN(C)C(=O)Nc1ccc2c(c1)OCCO2 | -31 | 9 | -59 | 6

cpd | F508del corr | DENV2 CPE | miR-122 sensor
16 | -1.2 | 2 | 0[16.7 µM]
17 | -1.4 | -8 | nt
18 | 3.9 | -4 | 0
19 | nt | 13 | 9
20 | 3.3 | 6 | -4
21 | -2.5 | -2 | nt
22 | -3.4 | -1 | -8
23 | 1.2 | -2 | -5
24 | -1.9 | -4 | 19[16.7 µM]
25 | 0.9 | 0 | -6
26 | nt | 1 | -1
27 | 1.3 | 5 | nt
28 | -0.7 | -8 | -10
29 | 2.5 | 9 | nt
30 | -1.3 | 1 | 1[16.7 µM]

(next part)
cpd | SMILES | EWS-Fli inh | FN deposit inh | PAX8 reporter | INS-1E GSIS act
31 | O=C(CC12CC3CC(CC(C3)C1)C2)NCc1ccco1 | 6 | 9 | -5 | -5
32 | CCN(CC)C(=O)COc1ccc2oc(C)c(C(=O)OC)c2c1 | nt | 4 | 17 | nt
33 | C[C@@H]1CN([C@@H](C)CO)C(=O)c2cccc(NC(=O)C3CCOCC3)c2O[C@H]1CN(C)C(=O)Nc1ccc2c(c1)OCO2 | -1 | 0 | -9 | 17
34 | Cc1cc(NC(=O)COC(=O)C2CCN(S(=O)(=O)c3ccccc3)CC2)c([N+](=O)[O-])cc1C | -6 | -1 | nt | 2
35 | COc1ccc(C#Cc2cnc3c(c2)C(=O)N([C@H](C)CO)C[C@H](C)[C@H](CN(C)C(=O)Nc2cccc(OC)c2)O3)cc1 | -8 | 2 | nt | -3
36 | O=C(NCCN1CCCCC1)c1cc(Cl)ccc1Cl | 1 | -6 | 12 | 2
37 | Cc1ccc(NC(=O)c2ccco2)c(NC(=O)c2ccc(Cl)cc2)c1 | -18 | 5 | 5 | -16
38 | COc1ccccc1C1(O)C(=O)Nc2ccc(C)cc21 (stereo not drawn) | 0 | -7 | 11 | -11
39 | CCCC(=O)Nc1ccc2c(c1)C(=O)N(C)[C@H]1CC[C@@H](CC(=O)NCCCN(C)C)O[C@H]1CO2 | -5 | -13 | -3 | 0
40 | C#CCOc1nc(Nc2cccc([N+](=O)[O-])c2)nc(OCC#C)n1 | 15 | nt | 0 | 14
41 | O=C1NC(=S)SC1=Cc1ccccc1Br | -2 | nt | -13 | nt
42 | CC(=O)CSc1ccc(S(=O)(=O)N2CCN(C)CC2)cn1 | -3 | nt | -7 | -6
43 | COc1ccc(C(=O)NC2CCN(C(=S)NCc3ccco3)CC2)cc1 | -8 | nt | nt | -2
44 | O=C(Nc1ccc(Cl)cc1)C(c1ccccc1)N1CCOCC1 (stereo not drawn) | 1 | -6 | 3 | -20
45 | Cc1ccc(C(=O)NCC(=O)NCc2ccccc2F)s1 | -5 | 2 | -7 | 2

cpd | F508del corr | DENV2 CPE | miR-122 sensor
31 | 1.0 | -1 | nt
32 | nt | nt | 10
33 | -0.6 | 5 | -4[16.7 µM]
34 | 3.3 | -9 | 2
35 | 0.0 | nt | -12[16.7 µM]
36 | -1.9 | -5 | -1
37 | -0.6 | -2 | 5
38 | -4.1 | -3 | 0
39 | -0.6 | -1 | -3[16.7 µM]
40 | nt | -8 | 0
41 | -0.6 | 3 | -9
42 | 0.2 | ? | -4
43 | -1.2 | -2 | -3
44 | -2.2 | -6 | nt
45 | -4.7 | -3 | 5

Next compounds:
cpd | SMILES | EWS-Fli inh | FN deposit inh | PAX8 reporter | INS-1E GSIS act
46 | COc1ncc(-c2ccc(N3C(c4ccsc4)=Cc4ccccc4C3CC(C)=O)cc2)cn1 (stereo not drawn) | 12 | 17 | 17 | -14
47 | CCOC(=O)N1CCN(C(=O)c2cc3sccc3n2C)CC1 | 12 | nt | nt | nt
48 | Cc1ccc(CNC(=O)CSc2ncc(C(=O)Nc3ccccc3)c(=O)n2C)cc1 | 20 | 2 | 23 | 8
49 | O=C(c1ccccc1)N1C[C@H]2[C@@H](c3ccccc31)[C@H](CO)N2C(=O)Nc1ccccc1Cl | 1 | nt | 0 | -7
50 | C[N+]1(CC(=O)OCCCc2ccccc2)CCCC1 | 10 | 6 | -17 | 7
51 | COc1ccc(CCNS(=O)(=O)c2ccc(-c3ccc(=O)[nH]n3)o2)cc1OC | 8 | 9 | -6 | -7
52 | O=C(COc1ccc([N+](=O)[O-])cc1)NCc1ccncc1 | 8 | -8 | -12 | 1
53 | O=C(COC(=O)c1ccccc1O)NC(c1ccccc1)c1ccccc1 | 8 | -1 | -12 | 0
54 | C[C@H](CO)N1C[C@H](C)[C@@H](CN(C)S(=O)(=O)c2cn(C)cn2)Oc2ccc(NC(=O)NC3CCCCC3)cc2CC1=O | -10 | nt | nt | 6
55 | O=C(C[C@@H]1C=C[C@H](NC(=O)CCN2CCCCC2)[C@@H](CO)O1)Nc1nccs1 | 4 | nt | -2 | 2
56 | CCCOc1ccc(NC(=O)CC2C(=O)N(c3ccc(OCC)cc3)C(=S)N2C2CC2)cc1 (stereo not drawn) | 34 | -13 | 8 | -11
57 | COc1ccc(-c2ncn(CCc3ccccc3OC)c2CC(C)C)cc1 | 36 | -13 | 56 | 50
58 | CN(C)CCCNC(=O)c1ccc(-c2nc(-c3ccc(Cl)cc3)cs2)cc1 | nt | 17 | -6 | nt

cpd | F508del corr | DENV2 CPE | miR-122 sensor
46 | -0.6 | -7 | nt
47 | -0.7 | 2 | -4
48 | -4.3 | 7 | nt
49 | 1.2 | -5 | 21[16.7 µM]
50 | nt | 2 | nt
51 | 4.6 | -2 | -5
52 | -0.8 | 0 | 4
53 | -1.0 | -2 | -3
54 | -1.7 | -4 | 2[16.7 µM]
55 | 0.8 | 2 | -7[16.7 µM]
56 | -3.1 | -3 | 6
57 | -1.6 | -4 | nt
58 | nt | nt | 3

Single values from the results shown.
PAX8 reporter result of O=C(C[C@@H]1C=C[C@H](NC(=O)CCN2CCCCC2)[C@@H](CO)O1)Nc1nccs1 → -2
F508del corr result of COc1ncc(-c2ccc(N3C(c4ccsc4)=Cc4ccccc4C3CC(C)=O)cc2)cn1 (stereo not drawn) → -0.6
INS-1E GSIS act result of O=C(COC(=O)c1ccccc1O)NC(c1ccccc1)c1ccccc1 → 0
EWS-Fli inh result of Cc1ccc(CNC(=O)CSc2ncc(C(=O)Nc3ccccc3)c(=O)n2C)cc1 → 20
miR-122 sensor result of O=C(c1ccccc1)N1C[C@H]2[C@@H](c3ccccc31)[C@H](CO)N2C(=O)Nc1ccccc1Cl → 21[16.7 µM]
